HGIII-sPLA2 inh = Blocks human group III sPLA2 activity. Q9NZ20. QFRET BODIPY PC-A2 liposome hydrolysis, fluorescence. inhibition, % at 12.2 µM. 370,000 tested, 0.56% active. AID 743126;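 active = inhibition above mean plus 3 SD of compounds lying within the high and low control bounds, cut at about 19% in these data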;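 note: 0% = median of test compound wells and 100% = no enzyme DMSO wells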
Target sequence (Q9NZ20 whole entry, looked up): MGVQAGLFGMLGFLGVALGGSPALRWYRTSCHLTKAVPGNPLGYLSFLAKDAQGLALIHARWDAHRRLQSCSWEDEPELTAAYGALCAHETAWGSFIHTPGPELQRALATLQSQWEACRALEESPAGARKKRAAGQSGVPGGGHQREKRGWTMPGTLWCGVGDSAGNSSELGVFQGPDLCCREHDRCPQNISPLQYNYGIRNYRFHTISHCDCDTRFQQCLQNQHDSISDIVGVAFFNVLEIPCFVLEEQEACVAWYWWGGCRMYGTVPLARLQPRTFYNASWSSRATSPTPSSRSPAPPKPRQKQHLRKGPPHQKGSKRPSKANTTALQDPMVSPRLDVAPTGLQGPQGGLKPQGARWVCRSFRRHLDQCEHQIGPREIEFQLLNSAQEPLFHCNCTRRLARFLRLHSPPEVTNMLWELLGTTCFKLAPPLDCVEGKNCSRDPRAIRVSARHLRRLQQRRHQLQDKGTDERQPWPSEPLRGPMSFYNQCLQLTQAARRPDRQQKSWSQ
hcDAF-12 act = activates DAF-12 receptor from parasite H. contortus; activation, % at 6.8 µM; HEK293 hcDAF-12 lit1-tk-luc reporter, luminescence; 0% DMSO, 100% Δ7-dafachronic acid; 370,000 tested, 1.4% active;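 active = activation above the mean of all tested compounds plus 3 SD, cut at about 5.5% in these data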;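 note: 100% = response to 3 µM Δ7-dafachronic acid high control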
hgDAF12 agonist = activates the H. glycines DAF-12 receptor ligand-binding domain | HEK293 GAL4-hgDAF12 UAS-luciferase reporter, agonist luminescence; normalized to butyrate control | activation, % at 6.8 µM | 370,000 tested, 1.8% active | AID 687014;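 active = activation above a cutoff set at the mean of all screened compounds plus 3 SD, cut at about 10% in these data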;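 note: 0% = DMSO wells and 100% = sodium butyrate wells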
DAX1 inh-1 = inhibitors of human orphan nuclear receptor DAX1 (NR0B1) | HEK293 Gal4-DAX1 luciferase reporter, luminescence | inhibition, % at 6.75 µM | 340,000 tested, 0.99% active | AID 504766;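 active = inhibition above the mean over all tested compounds plus 3 SD, cut at about 4.2% in these data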;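 note: 0% = DAX1-transfected cells with DMSO and 100% = empty-vector control cells with DMSO; inhibition shows as a rise in luminescence from relieved DAX1 repression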
Target sequence (P51843 207-470 limits assumed): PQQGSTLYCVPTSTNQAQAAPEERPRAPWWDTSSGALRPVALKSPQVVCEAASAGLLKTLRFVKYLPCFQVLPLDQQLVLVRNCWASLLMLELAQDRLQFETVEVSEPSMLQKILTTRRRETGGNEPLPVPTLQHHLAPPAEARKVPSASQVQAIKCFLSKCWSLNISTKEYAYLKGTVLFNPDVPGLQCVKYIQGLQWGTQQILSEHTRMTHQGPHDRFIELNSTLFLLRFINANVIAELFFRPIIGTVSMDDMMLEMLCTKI
ssDAF-12 act = S. stercoralis DAF-12 activation, primary screen. HEK293 ssDAF-12/GRIP1 lit1-tk-luc reporter, luminescence; % of 3 µM dafachronic acid response. activation, % at 6.8 µM. 370,000 tested, 1% active. AID 652126;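 active = activation above the mean over all tested compounds plus 3 SD, cut at about 0.9% in these data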;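 note: 0% = DMSO-only wells and 100% = 3 µM delta7-dafachronic acid wells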
SMARCA2 act = increases SMARCA2 function in MMTV reporter cells. 370,000 tested, 1% active. MG213 cells, MMTV-luciferase reporter, dexamethasone, overnight. AID 652017. activation, % at 9.1 µM; in the data active = activation above about 7.8%;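 note: 0% = vehicle wells and 100% = reference activator wells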
GC-A act = GC-A (human) enzyme activation | HEK293 GC-A cells, cGMP TR-FRET, EC30 ANP; 0% at EC30 ANP, 100% saturating ANP | activation, % at 10 µM | 370,000 tested, 0.14% active | AID 1671463; in the data active = activation above about 40%
GC-B act = GC-B (human) receptor activation; P20594; HEK293-GC-B cells, CNP EC30, cGMP TR-FRET; 0% at EC30 CNP, 100% saturating CNP; activation, % at 10 µM; 370,000 tested, 0.11% active; AID 1920062;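 active = activation at 10 µM reaching about 35% in either raw or pattern-adjusted values, limit read from the data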
FXN GAA850 act = frataxin GAA850 promoter activation; HEK293 lucGAA850 FXN promoter luciferase reporter, 24 h; percent of 10 µM SAHA response; activation, % at 6 µM; 360,000 tested, 0.56% active;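 active = activation above the average of all compounds screened plus 3 SD, cutoff fixed separately per campaign, cut at about 7.5% in these data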;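 note: 0% = DMSO wells and 100% = 10 µM SAHA wells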
ADAM10 inh = inhibits human ADAM10 | O14672 | recombinant ADAM10, EDANS/DABCYL FRET peptide cleavage, 3 h | inhibition, % at 7 µM | 370,000 tested, 0.62% active;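 active = inhibition above a per-campaign cutoff equal to the mean of compounds falling between control-based bounds plus 3 SD, cut at about 20% in these data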;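 note: 0% = DMSO wells while the 100% control is not disclosed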
DAX1 inh-2 = blocks DAX1 repression of SF-1 activated StAR promoter. HEK293T StAR-luciferase reporter, SF-1/DAX-1 repression relief. inhibition, % at 6.8 µM. 370,000 tested, 1.1% active. AID 652010;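 active = inhibition above the mean over all tested compounds plus 3 SD, cut at about 3.6% in these data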;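 note: 0% = DAX-1 cells with DMSO and 100% = cells lacking DAX-1 with DMSO; higher inhibition means more luminescence from relief of DAX-1 repression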
* = called active by the depositor; i = inactive; / = not tested or not shown; & = joins results of further samples.

SMILES | HGIII-sPLA2 inh | hcDAF-12 act | hgDAF12 agonist | DAX1 inh-1 | ssDAF-12 act | SMARCA2 act | GC-A act | GC-B act | FXN GAA850 act | ADAM10 inh | DAX1 inh-2
N#C/C(=C\C1=C(N2CCOCC2)C(=C\c2ccccc2)/CC1)C(=O)Nc1ccccc1F | -1 | -1.1 | -1.7 | 0.8 | -0.1 | 2 | 0 | 9 | 1.1 | -9 | 0.4
O=C(Nc1ccc2c(c1)OCO2)c1ccc(N2CCCC2)c([N+](=O)[O-])c1 | 2 | 0.3 | 4.1 | -0.7 | -0.8 | 2 | 5 | 0 | 2.2 | 9 | 1.2
C=CCn1c(C(c2ccccc2)c2ccccc2)n[nH]c1=S | 16 | -0.7 | -1.2 | -0.3 | -1.1 | -3 | -2 | 3 | -1.3 | 4 | -0.4
CC(=O)c1ccc(NC(=O)CS(=O)(=O)c2cn(CC(=O)N3CCOCC3)c3ccccc23)cc1 | -2 | -1.1 | 4.4 | 0.6 | -0.6 | 1 | 7 | 3 | 0.8 | 1 | -0.3
COc1ccc(CCNC(=O)CCn2c(=O)oc3ccccc32)cc1OC | -1 | -0.8 | -2.0 | 1.7 | -0.6 | 5 | 1 | -1 | 2.2 | -1 | 2.2
CC(C)(C)c1csc(NC(=O)Cc2cccs2)n1 | -2 | -0.4 | 2.7 | 1.3 | -1.8 | -3 | 5 | 1 | 2.8 | -5 | -1.1
COc1ccccc1C(=O)NC(=O)CSc1nc(C)cs1 | -3 | 1.8 | 0.7 | -0.7 | 0.1 | 0 | 2 | -1 | 2.9 | -4 | 0.6
CC1CCC2(CC1)NC(=O)N(CC(=O)NCCc1ccccc1)C2=O (configuration not stated) | 9 | -0.6 | 0.1 | 0.2 | -1.6 | -7 | -6 | 1 | -2.4 | -14 | -0.4
Cc1ccc([C@H]2C[C@H](n3cc(-c4ccc(F)cc4)nn3)[C@@H](O)CN2C(=O)C2CCCCC2)cc1 | -11 | 1.1 | -1.0 | 1.9 | -1.7 | 2 | 3 | -6 | 0.6 | 1 | -0.5
Cc1cccc(C)c1NC(=O)CS(=O)CC(=O)NC1CCCc2ccccc21 (configuration not stated) | -6 | 0.1 | -0.7 | -0.6 | -0.7 | -4 | -1 | 4 | -1.4 | 2 | 0.4
C/C(CC(C)C)=N/Nc1ccc([N+](=O)[O-])cc1[N+](=O)[O-] | -3 | 3.8 | 2.3 | -0.5 | 0.3 | 2 | -5 | -1 | 1.4 | 9 | 1.0
COc1ccc(NC(=O)c2cc(S(=O)(=O)N3CCc4ccccc43)cn2C)cc1OC | -9 | 0.0 | 1.7 | 1.2 | -1.6 | 2 | -30 | -23 | 3.6 | 1 | 0.7
OCCCNc1nc(-c2ccccc2)nc2c1oc1ccccc12 | -11 | 2.0 | 3.8 | 0.7 | -0.8 | 0 | 5 | -14 | -0.1 | 2 | -0.5
CCOc1cc(/C=N\Nc2nc(Nc3ccccc3)nc(N3CCOCC3)n2)ccc1OC(=O)c1ccco1 | -2 | 0.0 | -4.8 | -1.6 | -0.8 | 0 | 0 | 10 | 1.7 | -3 | 0.0
CCn1ncc(CN2CCCC(C(=O)c3cccc(OC(C)C)c3)C2)c1C (configuration not stated) | -5 | -0.3 | 1.3 | 0.1 | -1.5 | -2 | 4 | 1 | 2.7 | -23 | -0.2
COc1ccccc1C(=O)Nc1ccc(C(=O)O)cc1 | 5 | 0.4 | 2.1 | 0.1 | -0.8 | -1 | -1 | 2 | -0.5 | -3 | -0.2
CN(Cc1ccccc1)C(=O)C1CCCN(c2ncnc3c2nc2n3CCCCC2)C1 (configuration not stated) | 1 | -4.0 | -0.7 | -0.5 | -1.6 | -1 | 1 | -6 | 1.6 | -2 | -2.1
COc1ccccc1N1CCN(C(=O)C2CCN(S(=O)(=O)c3ccc4c(c3)CC(C)N4C(=O)C3CC3)CC2)CC1 (configuration not stated) | -17 | -5.4 | -5.2 | -0.6 | -1.8 | -3 | -1 | 1 | -2.7 | 8 | -1.3
Cc1ccc(Cl)cc1NC1=C/C(=N\S(=O)(=O)c2cccs2)c2ccccc2C1=O | -13 | 2.3 | -2.6 | 0.2&-0.8 | 1.0* | -5 | -1 | 3 | -0.3&-11 | -5 | -0.4
Cc1ccnc2c1ccc1cccnc12 | 5 | -2.8 | -6.7 | -4.4 | -1.7 | 4 | 5 | -4 | -9.8 | -2 | -7.8
COc1ccc([C@H]2CC(=O)C[C@@H](CCn3nnc4ccccc43)O2)cc1 | -3 | -1.0 | 4.6 | / | -1.3 | -2 | 1 | -6 | / | -4 | 0.0
CCc1ccccc1NC(=O)CN(C)C(=O)c1cccc(S(=O)(=O)N2CCCCCC2)c1 | 0 | -0.9 | -0.5 | -0.9 | -1.3 | 4 | 0 | -5 | -0.2 | -11 | 0.1
O=C(Nc1ccc2c(c1)OCO2)c1c(Cl)nc2sccn12 | 8 | 5.9* | 8.8 | 3.4 | -0.2 | 5 | 4 | -4 | 6.2 | -8 | 1.9
O=S(Cc1ccccc1)CC(O)(c1ccccc1)c1ccccc1 (configuration not stated) | 0 | 0.0 | -1.7 | -0.5 | -0.6 | 1 | -15 | -14 | 0.7 | 2 | -0.2
CCCCNC(=O)c1onc(CSc2cccc(Cl)c2)c1C(=O)O | -14 | -0.7 | -0.1 | 0.5 | -1.2 | 1 | 2 | 0 | -0.2 | 1 | 0.3
COc1ccccc1C=NNC(=O)NN=Cc1ccccc1OC | 3 | -1.3 | 7.1 | 0.3 | -1.4 | -1 | -1 | -4 | 0.8 | -8 | 0.2
Cc1ccccc1OCC(=O)Nc1sc2c(c1C#N)CC(C)(C)NC2(C)C | -6 | -2.9 | -3.6 | -0.8 | -1.3 | -3 | 10 | 11 | -0.2 | 9 | -0.4
O=C(CN1CCN(Cc2ccccc2)CC1)Nc1ccccc1 | -1 | 0.3 | -0.4 | -0.8 | -0.9 | -2 | 9 | 3 | 2.3 | -8 | 0.3
COCCN1Cc2cc(C(=O)OC)c3c(c2C1=O)c1cc(OC)ccc1n3S(C)(=O)=O | 0 | -0.3 | -0.6 | / | -0.9 | 2 | 0 | -1 | / | -15 | -1.7
C(=N\n1cnnc1)/c1ccc2ncccc2c1 | -1 | -1.8 | 1.0 | 1.1 | -1.4 | 0 | 1 | -1 | 2.0 | -9 | -0.1
CC(=O)c1c(C)[nH]c(C(=O)COc2ccc3ccc(=O)oc3c2)c1C | 3 | -1.8 | -3.2 | -1.4 | -1.1 | 0 | 0 | 1 | -3.0 | i | -4.3
O=C(NCc1ccccc1)N1CCNCC1 | 22* | 0.7 | -0.2 | -0.7 | -1.1 | -1 | 2 | 4 | -1.2 | -7 | 0.2
O=C(NCc1ccco1)C1CCCN(S(=O)(=O)c2cccs2)C1 (configuration not stated) | -1 | -1.5 | 2.1 | / | -0.4 | 0 | -2 | -2 | / | 3 | -0.8
O=C(Nc1ccccc1)c1ccc2snnc2c1 | 1 | -1.9 | 4.7 | 2.0 | -1.0 | 0 | -2 | 1 | 1.4 | -4 | -0.3
O=C(CCNC(=O)c1ccccc1Cl)NCCc1ccc(Cl)cc1 | 1 | 3.5 | 4.5 | 3.7 | -0.1 | 2 | -2 | -1 | 0.1 | 1 | -0.4
C=CCNC(=O)CN1C(=O)C2C3c4ccccc4C(c4ccccc43)C2C1=O (configuration not stated) | -1 | -0.9 | -0.7 | -1.0 | -2.0 | -2 | -8 | -1 | -1.4 | -104 | -0.8

hcDAF-12 act: hit marks shown above
| SMILES | HGIII-sPLA2 inh | hcDAF-12 act | DAX1 inh-1 | ssDAF-12 act | SMARCA2 act | GC-A act | GC-B act | ADAM10 inh | DAX1 inh-2 |
| --- | --- | --- | --- | --- | --- | --- | --- | --- | --- |
| O=C(Nc1ccc2c(c1)OCO2)c1c(Cl)nc2sccn12 | 8 | 5.9* | 3.4 | -0.2 | 5 | 4 | -4 | -8 | 1.9 |

(cont.)
SMILES | HGIII-sPLA2 inh | hcDAF-12 act | hgDAF12 agonist | DAX1 inh-1 | ssDAF-12 act | SMARCA2 act | GC-A act | GC-B act | FXN GAA850 act | ADAM10 inh | DAX1 inh-2
CCCOc1ccc(-c2nc(C#N)c(NCCCn3ccnc3)o2)cc1 | -15 | -2.5 | -2.6 | -0.2 | -1.6 | -1 | -1 | -8 | 0.2 | -292 | -1.1
COc1cc(CC(=O)NCCc2ccc(S(N)(=O)=O)cc2)cc(OC)c1OC | 1 | -0.4 | -0.4 | -0.3 | -1.3 | -2 | 4 | 1 | 1.8 | 2 | 0.6
O=C1c2ccccc2C(=O)N1N=Cc1ccc2c(c1)OCO2 | 11 | 4.2 | 1.3 | 1.2 | -1.1 | -2 | -5 | -1 | 4.9 | -22 | 0.6
O=C(CCCCCNc1nc(=S)[nH]c2ccccc12)NCc1ccccc1Cl | -2 | -1.4 | 3.0 | / | -2.1 | 1 | -2 | 0 | / | 3 | 0.4
O=[N+]([O-])c1ccc(P(=O)(Cc2ccccc2)c2ccccc2O)cc1 (configuration not stated) | -1 | -0.2 | 0.3 | -0.3 | -0.8 | -2 | -6 | 1 | 1.3 | -2 | 0.1
Cc1cccc(NC(=O)CSc2nc(C3CC3)nc3ccccc23)c1 | -4 | -4.2 | -5.3 | -1.4 | -1.2 | -4 | -9 | -5 | 0.1 | 17 | -0.9
Cc1cccc(NS(=O)(=O)c2ccc(C(=O)NCCCN3CCCC3=O)cc2)c1C | 3 | -1.7 | -0.5 | -1.4 | -0.3 | -2 | 1 | 8 | 0.0 | -7 | -2.8
O=C(CN1C(=O)CC(c2ccccc2)=Nc2ccccc21)NC1CCCCC1 | 7 | 0.6 | -1.7 | 0.1 | -0.9 | -3 | -5 | -1 | -2.3 | 1 | -0.8
CCNc1nc(NCC)nc(SCCOc2ccc(C)cc2)n1 | -8 | -2.5 | -0.7 | -3.4 | -0.7 | 9.6* | 0 | 6 | 0.4 | 17 | -1.2
CCOC(=O)Cn1nnc(-c2ccc(OCC(C)C)cc2)n1 | 0 | 2.8 | 1.7 | -0.1 | -1.6 | 0 | 2 | -4 | 1.8 | -4 | -0.8
Cc1ccccc1CN1CCC(C(=O)Nc2ccc(Oc3cccnc3)cc2)CC1 | -10 | -3.6 | -3.2 | -0.3 | -1.6 | -2 | -1 | 2 | -3.3 | 0 | -3.1
C=CCn1c(SCC(=O)O)nnc1-c1ccc(C(C)(C)C)cc1 | -2 | -0.4 | 0.5 | -0.2 | -1.2 | 0 | -2 | 5 | 1.0 | 2 | 0.3
CCOC(=O)C1CCN(S(=O)(=O)c2ccc(CN3C(=O)c4cccnc4C3=O)cc2)CC1 | -1 | 1.3 | -2.2 | 0.3 | -0.6 | -3 | 0 | 3 | 0.8 | -6 | -0.8
C=CCn1c(NCCO)nc2sc3c(c2c1=O)CCC3 | 8 | 1.3 | 0.2 | 0.2 | -1.3 | -1 | 6 | 0 | 1.7 | i | -0.4
CN(C)c1cccc(C(=O)OCC(=O)NC2CCCC2)c1 | 6 | 0.1 | 1.2 | 1.6 | -1.5 | -1 | 0 | 2 | 0.1 | 2 | 0.0
COc1ccc(OC)c(S(=O)(=O)NC(C)c2ccc(-n3ccnc3)cc2)c1 (configuration not stated) | -5 | 0.8 | -0.3 | -0.3 | -1.0 | -3 | 0 | 5 | 0.6 | -5 | 1.6

Screening data (PubChem)
